TAG inh: reduces triacylglycerol accumulation in H9c2 cells. Nile Red lipid (TAG) fluorescence; cells loaded with 200 µM oleic acid. inhibition, % at 12.5 µM. hit rate 0.66% among 230,000;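 active means pattern-corrected inhibition of lipid staining of at least 50% with the nuclear-stain viability signal not falling by more than 50%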;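 further: 0% = DMSO wells and 100% = triacsin C control wells; some results filed as inactive read as strong as hits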
TAG inh DAPI viability: also measured in TAG inh; calls as there; DAPI nuclei signal change (viability), lower = more cytotoxic, %;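 whole-well DAPI fluorescence read on a plate reader as a viability signal; minus 50 percent equals half of cells still viable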
* = called active by the depositor; & = joins results of further samples. Not all compounds are listed; rates above refer to the full screens.

SMILES	TAG inh	TAG inh DAPI viability
C=CCn1c(=O)c2c3c(sc2n2c(Nc4ccccc4)nnc12)CCCC3	10.0	1.2
S=C1N(c2ccccc2)C(c2ccc(Br)cc2)N2CCCN12 (stereo unspecified)	0.0	2.6
COc1cccc(NC(=O)c2sc(NC(=O)c3ccncc3)nc2C)c1	-2.2	6.1
CN(C)C(=O)c1cnc(Cc2c[nH]c3ccccc23)c(I)c1	-2.1	1.0
CC(CCOC1=NS(=O)(=O)c2ccccc21)NC(=O)C(=O)Nc1ccccc1 (stereo unspecified)	8.0	-9.2
COc1ccc(NS(=O)(=O)c2cccc(C(=O)NCC(c3ccco3)N(C)C)c2)cc1 (stereo unspecified)	5.0	-3.3
C/C(N)=C(/C#N)C(=O)COC(=O)c1cc(C)n(-c2ccc(F)cc2)c1C	-9.6&-13.9	-3.7&6.9
Cc1ccc(-c2nc3ccccc3[nH]2)cc1NC(=O)c1sc2ccccc2c1Cl	58.3*	17.5*
Cc1cc(C)c(NC(=O)CNC(=O)Cc2ccc(S(=O)(=O)N3CCOCC3)s2)c(C)c1	2.8	6.8
Clc1nc2ccccc2cc1/C=N/Nc1nc2ccccc2[nH]1	7.3	8.7
CS(=O)(=O)N1CCC(NC(=O)Cc2ccccc2)CC1	5.5	14.7
Nc1ccn([C@@H]2O[C@H](CNC(=O)[C@@H](N)CSCc3ccccc3)[C@@H](O)[C@H]2O)c(=O)n1	21.8	-6.7
O=C(COC(=O)c1ccncc1)Nc1cc(S(=O)(=O)N2CCOCC2)ccc1Cl	-0.9	5.3
COCCC(=O)N1CCOCC1c1cc(C(=O)Nc2ccccc2)no1 (stereo unspecified)	-2.0	-6.7
C=CCOn1c(=O)c(C)[n+]([O-])c2ccccc21	-6.1	-4.3
CCCn1c(NC(=O)c2ccccc2Br)nc2ccccc21	-35.9	-1.3
CCC(=O)NC(=S)Nc1ccc(NC(=O)COc2ccccc2)cc1	4.2	2.7
CC(C)(C)OC(=O)N1CCC[C@H]1c1nnc(SCc2ccc(Cl)cc2Cl)o1	-10.8	-1.6
CC1(C)COC(=S)N1CCC#N	-1.9	-10.8
CC(=O)/C(C=Nc1noc(C)c1Br)=C(\C)O	16.2	-10.7
COc1ccc(C(=O)OCC(=O)Nc2ccc3[nH]c(=O)[nH]c3c2)cc1	3.3	3.5
Cn1cccc1/C=N/NC(=O)CSc1nc2ccccc2[nH]1	1.3	-0.6
CCOc1ccc(N(CC(=O)Nc2ccccc2C(=O)N2CCOCC2)S(=O)(=O)c2ccc(F)cc2)cc1	12.9	0.3
COc1cccc(C(=O)O/N=C(\N)c2ccc([N+](=O)[O-])cc2)c1OC	2.5	-19.9
O=C(/C=C/NCc1cccnc1)c1ccc(-c2ccccc2)cc1	-7.3	-2.9
SMILES	TAG inh	TAG inh DAPI viability
COc1ccccc1CN1C(=O)[C@@H]2C(CC(N)=O)NC3(C(=O)Nc4c3ccc(Cl)c4C)[C@@H]2C1=O (stereo partly specified)	10.6	-5.0
O=C(N/N=C/c1ccccc1O)c1ccncc1	-20.5	-15.9
O=C(O)C1CCN(C(=O)c2ccc3c(c2)OCO3)CC1	11.0	-3.2
COc1ccc2oc(=N)c(C(=O)NCc3ccccc3)cc2c1	6.8	-0.5
COCCCN(C(=O)CSCc1ccc(C)cc1)c1c(N)n(Cc2ccccc2)c(=O)[nH]c1=O	-14.2	-1.1
CCOc1ccc(C(=O)OCC(=O)Nc2cccnc2Cl)cc1OCC	13.5	-2.1
CCOC(=O)c1ccc(NC(=S)N(CCCN2CCN(C)CC2)Cc2cccs2)cc1	4.5	19.9
O=C(/C=C/c1ccccc1)C1=C(O)C(=O)N(CCO)C1c1ccc2c(c1)OCO2 (stereo unspecified)	-3.8	4.1
CC(C)CC1C(=O)N(Cc2cn(CCC3OCCCO3)nn2)CCS(=O)(=O)N1Cc1ccc(-c2ccc(Cl)cc2)cc1 (stereo unspecified)	5.4	-6.9
Cc1noc(C)c1COc1ccc(C(=O)OCC(=O)NC(=O)C2COc3ccccc3O2)cc1 (stereo unspecified)	-14.3	-0.7
COc1ccc([C@H]2CC(=O)C=C(c3ccccc3)C2)cc1OC	-7.1	16.0
Cc1ccc(S(=O)(=O)N2CCN(CC(=O)N3CCOCC3)CC2)cc1	5.9	-1.0
Cc1ccc(S(=O)(=O)N2CCN(Cc3cccc(C)c3O)CC2)cc1	-3.2	-6.4
CCCCN1CC[C@@H]2C=CC[C@H](C(=O)OC)[C@@H]2C1=O	9.8	-3.1
Cc1cc(=O)[nH]c(SCC(=O)N2CCCC2)n1	6.7	4.5
Cc1nc(C(F)(F)F)ccc1C(=O)N1CCC1(C)C(=O)NCc1cccs1 (stereo unspecified)	-8.9	-10.4
Cc1cccnc1Nc1nc(-c2ccc(F)cc2)cs1	-9.2	-0.3
C=CCNC(=S)NN(c1ccccc1)c1ccccc1	11.6	7.4
CCCCN1Cc2c(nc3cc(-c4ccco4)[nH]n3c2=O)C1=O	-6.6	9.3
COC(=O)c1sccc1-c1ccc(C(=O)Nc2ccccc2)o1	-10.1	14.4
O=C(COc1cc(O)c2c(=O)cc(-c3ccccc3)oc2c1)c1ccccc1	-91.1	6.2
NC(c1csc(Nc2cc(NCCCO)ncn2)n1)c1ccccc1Cl (stereo unspecified)	-1.5	2.7
Cc1cc(C2=NNC(=NCc3ccccc3)SC2)c(C)n1-c1c(C)n(C)n(-c2ccccc2)c1=O	2.0	4.7
Cc1ccc(NC(=O)C2CCCN(S(=O)(=O)c3ccc4c(c3)oc(=O)n4C)C2)nc1 (stereo unspecified)	-11.3	1.4
N#Cc1ccccc1S(=O)(=O)N1CCN(C(=O)c2cn(-c3ccccc3)nc2-c2cccnc2)CC1	0.8	-5.4
SMILES	TAG inh	TAG inh DAPI viability
CC1(C(=O)Nc2cccc3c2CCCC3)CCN1C(=O)C1(c2ccc(Cl)cc2)CC1 (stereo unspecified)	-25.1	6.0
CC(=O)c1cccc(N=C2NC(=O)C(CO)(CO)S2)c1	13.8	-2.9
CCN(CC(=O)Nc1c(F)cccc1F)C(=O)CCNC(=O)c1ccccc1OC	-10.8	0.9
Fc1ccc(Nc2cncc(-c3ccsc3)c2)cc1Cl	-10.7	-0.4
O=C(CSc1nc(=O)n2ccccc2n1)N1CCN(c2ccccc2)CC1	12.2	3.2
COCCn1c(C)cc(/C=C(\C#N)C(=O)OC(C)C(=O)Nc2ccc(NC(C)=O)cc2)c1C (stereo unspecified)	1.7	-6.7
COc1ccccc1CCC(=O)N1CCN(S(=O)(=O)c2cccc(F)c2)CC1	5.4	-3.0
CC1=C(C(=O)OC(C)C)C(c2c[nH]c3ccccc23)n2ncnc2N1 (stereo unspecified)	-3.3	0.2
COc1ccc(S(=O)(=O)N2CCCC(C(=O)N3CCN(C)CC3)C2)cc1Cl (stereo unspecified)	-2.2	-6.2
CCCCC/C=C/C1=CC(=O)C[C@H](c2ccc3c(c2)OCO3)C1	-2.3	-2.5
COc1ccc(/C=C(\C#N)C(=O)OCC(=O)Nc2ccc(-c3nc4ccc(C)cc4s3)cc2)cc1	17.5	-5.3
CC(C)(CNC(=O)c1cc2c(s1)CCCC2)N1CCOCC1	10.0	3.6
CCCCN(C1CCS(=O)(=O)C1)S(=O)(=O)c1cc(C)ccc1C (stereo unspecified)	8.3	-0.1
O=C(CSc1nc2ccccc2nc1N1CCOCC1)N1CCN(c2ccccc2)CC1	-4.0	-7.1
Cc1cc(=O)n(CC(=O)Nc2cc(Cl)ccc2C)c(C(C)C)n1	0.6	-1.4
Cc1ccc2c(CC(=O)Nc3ccc(F)c(S(=O)(=O)N4CCOCC4)c3)coc2c1	0.0	-5.0
O=C(C1CCN(S(=O)(=O)c2cccc3nsnc23)CC1)N1CCN(c2ccccc2F)CC1	6.5	-13.9
CCOC(=O)[C@H](CCc1ccccc1)N[C@@H](C)C(=O)N1CCC[C@H]1C(=O)O	-2.0&0.7	-13.6&7.7
CC1(C(=O)Oc2ccccc2)Cc2ccccc2C(=O)O1 (stereo unspecified)	-5.9	6.5
O=C(O)CC1(CC(=O)NCc2ccc(C(F)(F)F)cc2)CCCCC1	7.2	-12.2
O=C(NNC(=O)C12CC3CC(CC(Cl)(C3)C1)C2)c1ccncc1	6.0	3.7
CC(C)COC(=O)/C(C#N)=C/c1cn(Cc2ccccc2)c2ccccc12	2.1	-0.4
Cn1ccc(NC(=O)c2ccc([N+](=O)[O-])cc2)n1	-6.1	1.1
Cc1ccc(C(=O)NCCN2CCNC2=O)cc1	-12.0	15.5
Cc1cc(Br)c(NC(=O)CSc2n[nH]c(N)n2)c(Br)c1	3.4	-0.2
SMILES	TAG inh	TAG inh DAPI viability
CC1Cc2ccccc2N1CC(=O)Nc1ccc(Cl)c(S(=O)(=O)N(C)C)c1 (stereo unspecified)	10.7	-5.8
CN1CCN(c2oc(-c3ccco3)nc2S(=O)(=O)c2ccccc2)CC1	-10.7	-5.4
CCOc1ccc(-c2cccc(NS(=O)(=O)c3cc([N+](=O)[O-])ccc3C)c2)nn1	-5.1	5.9
CC(C)CN(CC(C)C)C(=O)C12CCC(C)(C(=O)C1)C2(C)C (stereo unspecified)	-15.1	12.4
CCOC(=O)N1CCN(C(=O)c2cc(S(=O)(=O)N3CCCC3)cn2C)CC1	-10.9	13.4
CCc1ccccc1NC(=O)C1NC(=O)CC1c1ccccc1 (stereo unspecified)	-1.0	-1.4
CCOc1ccccc1-c1ccc2nccn2c1	-6.9	17.4
O=C(C[N+]1(CC#Cc2ccccc2)CCCCC1)c1ccccc1	-32.1	11.3
COc1cc(C2C(C(=O)c3ccc(C)o3)=C(O)C(=O)N2Cc2ccccc2)ccc1O (stereo unspecified)	-2.5	-0.3
CC(=O)N(Cc1cccs1)Cc1cc2ccc(C)c(C)c2nc1Cl	-21.8	2.8
CC(C)(C)N(Cc1ccccc1)C(=O)CN1C(=O)c2ccccc2S1(=O)=O	1.0	3.5
COc1cc(/C=N/NC(=O)c2cccnc2)ccc1OS(=O)(=O)c1cc(C)ccc1C	-0.9	-0.7
CCCNC(=O)CS(=O)(=O)Cc1nc(-c2ccccc2C)oc1C	-2.2	-3.3
COCCN(C(=O)COC(=O)c1sccc1C)c1c(N)n(Cc2ccccc2)c(=O)[nH]c1=O	-6.4	-3.8
Nc1nc(SCC(=O)N2N=C3/C(=C\c4ccco4)CCCC3C2c2ccco2)n[nH]1 (stereo unspecified)	8.2	4.4
O=S(=O)(c1ccccc1)N1CCN(S(=O)(=O)c2ccccc2)c2ccccc21	-15.4	-0.9
CC(=O)c1ccc(N=C2SCCCN2C(=O)C2CCCCC2)cc1	6.5	8.9
CC(CC(=O)Nc1nncs1)c1ccccc1 (stereo unspecified)	3.3	-9.0
CCOc1ccccc1Nc1nnc(SCC(=O)NC(=O)c2cccn2C)s1	8.9	-12.3
c1ccc(-c2ccccc2-c2nc(-c3cccnc3)no2)cc1	-22.9	-2.3
COc1cc(/C=C/C(=O)OCC(=O)Nc2cccc(F)c2)ccc1O	11.3	-10.4
CC(CC(=O)O)Nc1ccccc1O (stereo unspecified)	-3.5	2.6
COc1ccc(C(=O)N(Cc2ccccc2)c2cccc(C)c2)c(OC)c1OC	5.5	-6.3
CN1C(C(=O)NCc2cccc(Br)c2)CC2Cn3c(nc4cc(Cl)c(Cl)cc43)C21 (stereo unspecified)	15.6	0.5
Cc1ccc(-n2ncc3c(=O)n(CC(=O)N4CCN(C(=O)c5ccco5)CC4)cnc32)cc1	2.4	-6.4

Shown field by field: three of the compounds above
CCc1ccccc1NC(=O)C1NC(=O)CC1c1ccccc1 (stereo unspecified)
  TAG inh = -1.0	TAG inh DAPI viability = -1.4
CCOc1ccccc1-c1ccc2nccn2c1
  TAG inh = -6.9	TAG inh DAPI viability = 17.4
O=C(C[N+]1(CC#Cc2ccccc2)CCCCC1)c1ccccc1
  TAG inh = -32.1	TAG inh DAPI viability = 11.3

Whole records as entered above. Values in the order: TAG inh | TAG inh DAPI viability
CCOc1ccc(N(CC(=O)Nc2ccccc2C(=O)N2CCOCC2)S(=O)(=O)c2ccc(F)cc2)cc1 reads 12.9 | 0.3
CC(=O)c1ccc(N=C2SCCCN2C(=O)C2CCCCC2)cc1 reads 6.5 | 8.9

Additional structures follow:
SMILES	TAG inh	TAG inh DAPI viability
COc1ccc([C@H]2CC(=O)C=C(c3ccc(CO)cc3)C2)cc1	-4.1	5.4
CC(C)C(NC(=O)OC(C)(C)C)C(=O)NC(CCC(=O)OCc1ccccc1)C(N)=O (stereo unspecified)	-5.0	-1.0
CC1CC(C)(C)NC(=S)N1CCC(=O)N1c2ccccc2CC1C (stereo unspecified)	-6.5	10.7
CN(C)CCCn1c(=O)n(C2CCCCC2)c(=O)c2c3c(sc21)CCCCC3	59.0*	-28.5*
CCN(CC)S(=O)(=O)c1cccc(C(=O)OCC(=O)NCCN2C(=O)CSC2=O)c1	4.4	-5.0
CSc1nnc(Nc2ccccc2C)s1	12.1	10.0
COc1ccc(CN2C(=O)C(CC(=O)NC3CC3)CC(C(=O)N(C)C)=C2C)cc1 (stereo unspecified)	4.8	3.6
Cc1cc(C)n(-c2nc3ccccc3s2)n1	4.8	2.5
O=C(CSc1nnc(-c2ccc(O)cc2)n1Cc1ccco1)c1ccccc1	-50.3	-5.7
CC(=O)Nc1ccc(Sc2ccccc2C(=O)O)c(C(=O)O)c1	-9.8	5.7

Quoted from the listing.
TAG inh DAPI viability with CSc1nnc(Nc2ccccc2C)s1 = 10.0
TAG inh DAPI viability with CN(C)CCCn1c(=O)n(C2CCCCC2)c(=O)c2c3c(sc21)CCCCC3 = -28.5*
TAG inh with O=C(CSc1nnc(-c2ccc(O)cc2)n1Cc1ccco1)c1ccccc1 = -50.3
TAG inh with CC1CC(C)(C)NC(=S)N1CCC(=O)N1c2ccccc2CC1C (stereo unspecified) = -6.5
TAG inh with Cc1cc(C)n(-c2nc3ccccc3s2)n1 = 4.8
TAG inh DAPI viability with COc1ccc([C@H]2CC(=O)C=C(c3ccc(CO)cc3)C2)cc1 = 5.4
TAG inh with CC(=O)Nc1ccc(Sc2ccccc2C(=O)O)c(C(=O)O)c1 = -9.8

Screening data deposited in PubChem by Sanford-Burnham Center for Chemical Genomics.
